NOD2 inhibition – NOD2 signaling inhibitors, cell-based, luminescence, uHTS, HEK293 (AID 1566); HEK293 NOD2/NF-kB luciferase reporter, luminescence; higher % means a stronger effect; one-dose inhibition, % at 4 µM; EC50 in µM for titrated hits; actives 0.63% (n = 290,000); also: many of its hits are not listed in these tables
NOD1 NF-kB reporter – NOD1 signaling inhibitors, primary screen, cell-based, luminescence, uHTS (AID 1578). NOD1-driven NF-kB luciferase reporter cells, luminescence; higher % means a stronger effect. inhibition, % at 4 µM; hits with a dose series show EC50 in µM. actives 1% (n = 290,000); in the data active = inhibition mostly above about 36%, no sharp cut-off; inactive = mostly below about 34%;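 also: HEK-293T reporter cells stimulated with the NOD1 agonist gamma-tri-DAP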
KOR beta-arrestin-1 – KOR antagonists, beta-arrestin recruitment, cell-based, luminescence, uHTS (AID 1778) | Kappa-type opioid receptor (Homo sapiens) | KOR beta-arrestin recruitment, luminescence, antagonist mode; higher % means a stronger effect | inhibition, % at 10 µM; hits with a dose series show IC50 in µM | actives 0.091% (n = 290,000); also: strong numbers were not always called active
M1AAP inhibition – P. falciparum M1AAP inhibitors, biochemical, fluorogenic H-Leu-NHMec substrate, 1536-well (AID 1445); recombinant M1AAP, H-Leu-NHMec fluorogenic kinetic assay; higher % means a stronger effect; inhibition, % at 30 µM, or IC50 in µM where a hit was titrated; actives 0.42% (n = 220,000);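 active = primary inhibition above the hit cutoff, then over 50% inhibition at one or more dose response concentrations, cut at about 23% in these data, passing the limit was not always enough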;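 also: plate controls were DMSO full reaction for no effect and no enzyme background for full effect; strong numbers were not always called active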
GPR55 activation – GPR55 agonists via beta-arrestin recruitment, primary screen, imaging, U2OS cells, beta-arrestin-GFP redistribution (AID 1961); U2OS GPR55 beta-arrestin-GFP redistribution imaging; higher % means a stronger effect; G-protein coupled receptor 55 (Homo sapiens); activation, % at 10 µM, or EC50 in µM where a hit was titrated; actives 0.048% (n = 290,000);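 active = activation above 40% with more than 50 cells counted in the well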;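 also: U2OS osteosarcoma cells stably expressing GPR55 and beta-arrestin-GFP; plate controls were DMSO negative control for no effect and LPI positive control for full effect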
P. falciparum M17LAP – P. falciparum M17LAP inhibitors, primary screen, biochemical, fluorogenic H-Leu-NHMec substrate, 1536-well (AID 1619). Leucine aminopeptidase (Plasmodium falciparum (isolate 3D7)). recombinant M17LAP, H-Leu-NHMec fluorogenic kinetic assay; higher % means a stronger effect. inhibition, % at 30 µM, or IC50 in µM where a hit was titrated. actives 0.38% (n = 220,000);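 active = compound inhibiting the enzyme by more than half at any dose during confirmatory dose-response retesting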;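 also: plate controls were full reaction with DMSO carrier for no effect and no enzyme background for full effect; strong numbers were not always called active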
AID2073 – inhibitors of Mint1-CaV2.2 protein interaction, biochemical, HTRF (AID 2073); inhibition, % at 20 µM; hits with a dose series show IC50 in µM; HTRF protein-protein interaction, Mint1-CaV2.2; higher % means a stronger effect; actives 0.19% (n = 290,000); Voltage-dependent N-type calcium channel subunit alpha-1B (Homo sapiens); in the data active = inhibition mostly above about 51%, no sharp cut-off; also: some results filed as inactive read as strong as hits
Dynein cargo inh – inhibitors of GR-EGFP nuclear translocation, primary screen, dynein cargo transport inhibitor project, imaging, high-content, 3617.4 mouse cells. test concentration mostly 20 µM; stimulated with dexamethasone, 1 µM; active compounds read low. z-score, hits read low. actives 0.47% (n = 220,000);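 active = plate z-score of nuclear minus cytoplasmic receptor signal below a set negative limit, without overly bright fluorescence or cell loss, cut at about -3.5 in these data, passing the limit was not always enough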;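 also: z-score of nuclear minus cytoplasmic ring GR-EGFP intensity difference per well; some compounds called inactive have numbers as strong as hits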
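Buffer or medium: tet-free, stripped-serum medium; Also added: dexamethasone, 1.0 µM final; Technique: high-content fluorescence imaging after fixation; Times: 48 h induction, 1 h compound, 30 min dex at 37 °C; Read-out: per-cell GR-EGFP intensity, nucleus versus surrounding cytoplasmic ring, well-averaged.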
KOR beta-arrestin-2 – KOR agonists, beta-arrestin recruitment, primary screen, cell-based, luminescence, uHTS (AID 1777) | Kappa-type opioid receptor (Homo sapiens) | KOR beta-arrestin recruitment, luminescence; higher % means a stronger effect | one-dose activation, % at 10 µM; EC50 in µM for titrated hits | actives 0.02% (n = 280,000); in the data active = activation above about 50%, passing the limit was not always enough; also: a part of the inactive calls stands beside numbers as strong as those of hits
Dynein cargo inh cytoplasmic EGFP – recorded beside Dynein cargo inh, whose call it bears; z-score; measured here: cytoplasmic GR-EGFP intensity; active compounds read high
Dynein cargo inh nuclear GR-EGFP – also measured in Dynein cargo inh; calls as there; z-score; measured here: nuclear GR-EGFP intensity;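 lower value marks the stronger effect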
Dynein cargo inh cell count – also measured in Dynein cargo inh; calls as there; z-score; measured here: cell count per field
The depositor's hits bear a star; · = no result given; [ ] = remark or other dose. Rule as the data show it, unless noted: active = inhibition above about 50%; inactive = the rest.

Below each SMILES: NOD2 inhibition	Dynein cargo inh cell count	Dynein cargo inh	M1AAP inhibition	NOD1 NF-kB reporter	P. falciparum M17LAP	Dynein cargo inh cytoplasmic EGFP	GPR55 activation	AID2073	KOR beta-arrestin-2	KOR beta-arrestin-1	Dynein cargo inh nuclear GR-EGFP
CN1CC(=O)N(CC(=O)Nc2cc(Cl)cc(Cl)c2)C1=O
→ 13%	0.31	-0.093	-1%	-17%	-2%	-0.005	-0.2%	-2%	-1.3%	-14%	0.31
CCCCN(C)C(=O)c1ccc(S(=O)(=O)N2CCOCC2)cc1
→ 10%	1.3	-0.75	0%	10%	-1%	-0.25	0.1%	-2%	-7.1%	-30%	0.27
Cc1cccc(Oc2ncc(-c3ccc(Cl)cc3)cn2)c1C
→ -12%	0.82	-1.5	4%	-2%	7%	-0.1	-0.1%	4%	2.5%	0%	-0.43
O=C(Nc1ccc(Cl)cc1)c1sccc1-n1cccc1
→ -2%	-0.71	0.32	-1%	-13%	-1%	-0.32	-0.3%	-3%	-4.9%	-2%	0.017
COc1ccccc1C(=O)Nc1ccc2c(c1)nc(CCNC(C)=O)n2C
→ -35%	-0.14	-0.91	13%	-41%	0%	-0.26	-0.1%	-9%	-0.8%	-1%	-0.75
Cc1cc(C)cc(NC(=O)Cc2ccc(NC3=NC4CS(=O)(=O)CC4S3)cc2)c1 (centres undefined)
→ 4%	·	·	·	-16%	·	·	0.4%	1%	-3.1%	-8%[20 µM]	·
CCC(CC)C(=O)NCCCN1CCOCC1
→ 0%	-0.44	-0.21	1%	-11%	-10%	-0.21	-0.2%	1%	-0.6%	9%	0.54
CCc1ccc2[nH]c(=O)c(CN(CCN(C)C)C(=O)Nc3ccccc3OC)cc2c1
→ 3%	0.14	0.037	3%	0%	20%	-0.07	0.5%	13%	0.2%	-5%	-0.099
CCOC(=O)c1cnn2c(C(F)F)cc(C3CC3)nc12
→ 2%	1.4	-0.015	6%	-19%	2%	-0.23	-0.1%	16%	-2.8%	38%	0.44
CCNC(=O)Nn1c(-c2ccccc2)nc2ccccc2c1=O
→ 5%	-0.023	-0.3	3%	-10%	9%	-0.2	0.2%	-6%	1.9%	-23%	-0.3
COc1cc(/C=N/NC(=O)c2cnccn2)ccc1O
→ -1%	-0.9	0.72	7%	-12%	-6%	-0.16	0.3%	16%	-4.9%	-27%	1
CCCc1nc2c([nH]1)C(c1cccnc1)C(C#N)=C(N)O2 (centres undefined)
→ 6%	0.26	-0.58	2%	-16%	12%	-0.3	-0.1%	6%	1.5%	-26%	-0.53
N#C/C(=C\c1ccc(-c2nc3ccccc3s2)o1)C(N)=O
→ -58%	0.69	-0.49	33%	-15%	1%	-0.26	-0.3%	17%	0.2%	-10%	-0.18
COc1ccccc1NC(=O)CSc1nc(N)c(-c2ccccc2)c(=O)[nH]1
→ 8%	0.75	-0.28	10%	-12%	4%	-0.29	-0.3%	1%	1.9%	14%	-0.027
Cc1cc(C(=O)CSc2nc3ccc(Cl)cc3[nH]2)c(C)n1C
→ 12%	0.65	-0.91	9%	-6%	9%	-0.33	-0.1%	-14%	1.8%	7%	-0.35
COc1cc(/C=C2/SC(=Nc3ccc(O)cc3)NC2=O)ccc1O
→ ·	0.97	-0.59	23%	·	9%	-0.21	-0.1%	7%	-1.6%	-166%	-0.32
CCOc1ccc(/C=N/Nc2nncc(-c3ccccc3)n2)cc1OC
→ -4%	-0.5	0.11	9%	-39%	4%	-0.36	-0.6%	-8%	-2.4%	-64%	-0.51
C/C(=N\NC(=O)Cc1ccc(Br)cc1)c1cccnc1
→ 12%	·	·	·	-8%	·	·	-0.2%	4%	6.4%	0%	·
Cc1ccc(NC(=O)N/C=C/c2ccccc2)cc1
→ -141%	0.62	-0.16	0%	-140%	-14%	0.006	0.1%	-10%	0.5%	-12%	-0.24
O=C(O)c1cc([N+](=O)[O-])ccc1NCCO
→ 12%	0.22	-0.66	3%	-25%	12%	-0.21	0.0%	1%	1.7%	22%	-0.087
Cc1ccc(-n2c(=O)[nH]cc(C(=O)N3CCc4ccccc43)c2=O)cc1C
→ 8%	0.58	-0.59	3%	-9%	5%	-0.29	0.4%	-2%	-2.8%	-25%	-0.34
Cc1ccc(CN(Cc2ccco2)S(=O)(=O)c2ccc(S(=O)(=O)NCC3CCCO3)cc2)cc1 (centres undefined)
→ -132%	-0.94	0.44	-2%	4%	-1%	-0.24	-0.3%	2%	16%	-43%	0.41
Cc1ccc(CNC(=O)Cc2ccc(-c3ccccc3)cc2)cc1
→ -47%	-0.26	1.2	10%	-33%	8%	-0.06	0.2%	6%	3.2%	-90%	0.88
CCCC(=O)Nc1nnc(S(=O)(=O)N(C)Cc2ccco2)s1
→ -2%	·	·	·	-12%	·	·	0.3%	56%	-3.2%	-20%	·
CCc1cc2c(SCC(=O)Nc3cc(C)on3)ncnc2s1
→ 8%	1	-0.58	-2%	-19%	6%	-0.32	-0.3%	33%	-0.7%	-17%	-0.6
Cc1ccc(C)c(N(CC(=O)NC(C)C)C(=O)CCC(=O)Nc2ccccn2)c1
→ 2%	·	·	·	-15%	·	·	-0.2%	5%	0.9%	-13%	·
Nc1cnc(-c2ccccc2)nc1Cl
→ -2%	0.28	-0.17	3%	-25%	-12%	-0.13	-0.3%	-1%	7.6%	-23%	-0.38
O=C(c1ccccc1)N1CCN(C(=O)c2ccccc2)C1c1ccccc1
→ 14%	-0.37	1.5	-2%	-12%	-9%	-0.25	0.4%	0%	-5.3%	-18%	0.96
O=C(N/N=C/c1cccc(OC2CSC2)c1)c1ccccc1O
→ -25%	0.63	-0.55	6%	-10%	-8%	-0.22	0.3%	9%	4.9%	-2%	-0.34
Cc1cc2cc(C(c3nnnn3Cc3ccco3)N3CCc4ccccc43)c(=O)[nH]c2cc1C (centres undefined)
→ -5%	0.28	-0.4	22%	23%	30%	0.11	0.2%	39%	-0.2%	-28%	0.14

Some of these compounds in order of the Dynein cargo inh value, falling:
smiles,Dynein cargo inh
Cc1ccc(CN(Cc2ccco2)S(=O)(=O)c2ccc(S(=O)(=O)NCC3CCCO3)cc2)cc1 (centres undefined),0.44
Cc1cc2cc(C(c3nnnn3Cc3ccco3)N3CCc4ccccc43)c(=O)[nH]c2cc1C (centres undefined),-0.4
Cc1cc(C(=O)CSc2nc3ccc(Cl)cc3[nH]2)c(C)n1C,-0.91

Continued.
Below each SMILES: NOD2 inhibition	Dynein cargo inh cell count	Dynein cargo inh	M1AAP inhibition	NOD1 NF-kB reporter	P. falciparum M17LAP	Dynein cargo inh cytoplasmic EGFP	GPR55 activation	AID2073	KOR beta-arrestin-2	KOR beta-arrestin-1	Dynein cargo inh nuclear GR-EGFP
O=C(NC1CCC(NC(=O)C2CCCO2)CC1)C1CCCO1 (centres undefined)
→ 2%	1	-0.87	5%	-18%	-15%	-0.21	-0.1%	-5%	0.0%	-29%	-0.42
COc1ccc(-n2nc(C(=O)NCC(=O)NCCCN3CC(C)CC(C)C3)c3ccccc3c2=O)cc1 (centres undefined)
→ 12%	·	·	·	9%	·	·	0.1%	3%	6.7%	-17%	·
O=C(Nc1ncccc1Cl)c1cccc(F)c1
→ 10%	0.59	-0.3	4%	-3%	10%	-0.22	-0.1%	-5%	-8.2%	6%	0.033
CCCc1c(C)nc(N2CCN(c3ccccc3OC)CC2)[nH]c1=O
→ 1%	·	·	·	-44%	·	·	-0.1%	-3%	3.8%	-22%	·
CCCCCOC(=O)C1C(c2ccccc2)C(C(=O)O)C1c1ccccc1 (centres undefined)
→ 6%	0.68	-0.87	21%	-18%	20%	-0.24	-0.2%	30%	-1.2%	-20%	0.069
Cc1ccccc1NC(=O)N1CCCC(c2nc(-c3ccc(F)cc3)no2)C1 (centres undefined)
→ 7%	-1	0.35	8%	4%	3%	-0.31	0.0%	4%	0.0%	19%	0.22
CCOC(=O)c1nc(SC)n(C)c1C(=O)OCC
→ 16%	-0.095	-0.11	1%	0%	0%	-0.19	0.3%	4%	0.0%	1%	-0.23
Cc1nc(N2CCN(c3ccccc3)CC2)[nH]c(=O)c1Cc1ccccc1
→ 18%	0.43	0.66	-12%	8%	-9%	-0.16	-0.2%	8%	-7.9%	-42%	0.64
COc1ccc(N2C(=O)C3[C@@H](C2=O)C2(Cl)C(Cl)=C(Cl)C3(Cl)C2(OC)OC)cc1 (some centres undefined)
→ 25%	-0.002	-0.55	0%	-23%	6%	-0.24	0.5%	-8%	-2.5%	-12%	-0.53
COC(=O)C1=C(O)/C(=C\c2ccc(O)c(OC)c2)N=C1C
→ 11%	0.32	-0.58	13%	8%	25%	0.045	-0.1%	-10%	-0.6%	-9%	0.088
C/C(=N\NC(=O)c1ccn[nH]1)c1cn(C)nc1C
→ -15%	0.38	-0.22	3%	-24%	21%	-0.26	0.3%	14%	4.4%	-28%	0.014
COc1ccc(N(CC(=O)Nc2cc(OC)c(OC)cc2C(=O)O)S(=O)(=O)c2c(C)noc2C)cc1
→ 3%	·	·	·	-12%	·	·	-0.1%	3%	0.7%	38%	·
COc1ccc(Cl)cc1NC(=O)CN(c1ccccc1)S(=O)(=O)N(C)C
→ -3%	-0.38	0.016	7%	-2%	0%	-0.18	-0.2%	-5%	5.4%	-1%	0.37
O=C(CCc1ccccn1)N1CCCC(CNS(=O)(=O)c2cccs2)C1 (centres undefined)
→ 19%	0.78	-0.24	4%	-25%	-17%	-0.3	0.5%	-1%	2.4%	-14%	-0.062
COC(=O)c1c(NC(=O)CN(c2ccccc2)S(C)(=O)=O)sc2c1CCCC2
→ 12%	-1.9	1.2	1%	7%	6%	-0.087	0.58µM*	3%	1.0%	-49%	0.76
CCOC(=O)c1ccc(N2C(=O)C(O)=C(C(C)=O)C2c2ccc(O)c(OC)c2)cc1 (centres undefined)
→ 8%	1.5	-0.38	11%	-13%	10%	-0.25	-0.1%	11%	·	15%	0.23
COc1ccccc1NS(=O)(=O)c1cc(NC(=O)c2cccs2)ccc1N1CCOCC1
→ -17%	-0.69	0.077	4%	0%	1%	-0.22	-0.1%	4%	-2.0%	30%	0.69
Cc1ccc(SCCc2ccc(C)nc2)cc1
→ -12%	0.67	0.01	5%	-24%	12%	-0.26	-0.2%	-2%	-0.2%	-11%	0.29
COc1ccccc1/C=C/C(=O)NCC(=O)N/N=C/c1ccc(C)o1
→ 7%	·	·	·	-15%	·	·	0.2%	-10%	3.1%	-14%	·

Bioassay records as filed in PubChem BioAssay.

Only part of the results is shown, so the mix of outcomes need not match the whole.
